Assay outcomes deposited in PubChem BioAssay by National Center for Advancing Translational Sciences (NCATS).
TDP1 cell noCPT: qHTS for Inhibitors of human tyrosyl-DNA phosphodiesterase 1 (TDP1): qHTS in cells in absence of CPT. AID 686978, 2013. Potency, µM (top dose mostly 46.2 µM), for inactives: at the top dose activity change, negative = growth inhibition, hits mostly inhibitors. hit rate 15% among 420,000. DT40 Tdp1-/- hTDP1 cells, no CPT, ATP luminescence, 48 h; further: nearly all actives have a fitted effect of over 55% in size
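Stably hTDP1-transfected Tdp1-null chicken DT40 cells were treated with library compounds minus camptothecin and grown for at least 48 hr at 37 °C, after which cellular ATP was quantified by luminescence.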
GCN5L2 inh: blocks human GCN5L2 histone acetyltransferase; Q92830; GCN5L2 HAT assay, ThioGlo1 CoA-SH fluorescence; AID 504327; hit rate 0.21% among 390,000; Potency, µM (titrated, usually from 58.9 µM), inactives show at the highest dose activity change, negative = inhibition, usual class: inhibitors
Target sequence (Q92830 whole entry, looked up): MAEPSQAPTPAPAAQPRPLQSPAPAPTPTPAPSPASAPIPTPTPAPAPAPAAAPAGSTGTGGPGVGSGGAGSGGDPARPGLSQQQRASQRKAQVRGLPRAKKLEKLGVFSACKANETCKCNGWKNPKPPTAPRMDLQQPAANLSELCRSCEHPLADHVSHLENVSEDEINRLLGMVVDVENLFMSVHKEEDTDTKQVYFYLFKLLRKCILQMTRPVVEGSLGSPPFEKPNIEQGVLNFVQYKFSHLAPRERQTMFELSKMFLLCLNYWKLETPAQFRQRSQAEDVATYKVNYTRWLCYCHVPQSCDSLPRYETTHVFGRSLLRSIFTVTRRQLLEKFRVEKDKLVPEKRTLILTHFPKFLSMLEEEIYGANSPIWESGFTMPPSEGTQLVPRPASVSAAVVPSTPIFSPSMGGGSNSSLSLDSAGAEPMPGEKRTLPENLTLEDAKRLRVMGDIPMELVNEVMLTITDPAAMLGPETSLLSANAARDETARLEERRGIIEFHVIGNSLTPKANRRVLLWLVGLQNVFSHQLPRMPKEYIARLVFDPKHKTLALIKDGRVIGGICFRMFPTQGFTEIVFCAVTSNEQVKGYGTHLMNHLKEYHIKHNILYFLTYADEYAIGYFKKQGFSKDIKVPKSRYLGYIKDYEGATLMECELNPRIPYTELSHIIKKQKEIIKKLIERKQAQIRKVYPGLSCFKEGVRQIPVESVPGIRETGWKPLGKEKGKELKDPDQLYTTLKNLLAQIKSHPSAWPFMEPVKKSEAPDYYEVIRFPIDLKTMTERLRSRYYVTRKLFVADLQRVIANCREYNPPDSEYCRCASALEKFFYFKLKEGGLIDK
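qHTS, 1536-well. 20nM enzyme, pH 7.5 HEPES/EDTA/Tween-20 buffer; 15 min compound preinc., RT. Start: 75uM H3(1-25), 70uM AcCoA, 50uM ThioGlo1. Read Ex340/Em540 at t=0 (autofluorescence flag) and t=20 min.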
TDP1 cell CPT: growth inhibition of DT40 Tdp1-/-;hTDP1 cells with camptothecin (screen for TDP1 inhibitors) | hit rate 12% among 420,000 | chicken DT40 Tdp1-/-;hTDP1 cells + 20 nM CPT, ATP luminescence, 48 h | Potency, µM (series often up to 46.2 µM), for the others: top-dose activity change, negative = growth inhibition, most hits filed as inhibitors; further: nearly all actives have a fitted effect of over 55% in size
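Chicken DT40 Tdp1-/- cells stably complemented with human TDP1 were seeded at 400 cells/well in medium containing 20 nM camptothecin, exposed to pin-transferred compounds, and grown at 37 °C for at least 48 hr. Viability was read as ATP luminescence.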
An asterisk follows results filed as active; ? = inconclusive; . = no result given; [ ] = dose if it differs, or a comment. The call rests on the fitted dose curve; in most records, active means well fitted curve in the direction sought with a large enough effect; inconclusive means small, poorly fitted or top-dose-only effect, or another doubt; inactive means no such curve, though single readings can be large; an effect the other way counts as inactive or inconclusive. On the % scale 0 is the no-effect control and ±100 the full control effect; potency means the concentration at half of the fitted maximal effect. Compounds as they come; 18% or so of the library scored in one or more.

SMILES	TDP1 cell noCPT	GCN5L2 inh	TDP1 cell CPT
COc1cccc(NC(=O)C2(C)CCCN(C(C)C)C2)c1 (stereo not given)	-25%	.	-6%
COCCn1c(-c2ccccc2)cnc1SCC(=O)Nc1cccc2ccccc12	?	-8%	?
OC(c1ccc(F)cc1)c1nc(-c2cncnc2)cs1 (stereo not given)	-24%	.	?
C=CCN1C(=O)c2ccccc2Sc2ccc(C(=O)NCCC)cc21	?	0%	?
Cc1noc(C)c1COC(=O)c1ccc2ccccc2n1	-7%	2%	-12%
CCc1nc2c(OCc3ccc(Cl)cc3)cccn2c1N(C)C(=O)c1ccccc1F	?	.	?
Cc1ccc(Cl)cc1N1CCN(C(=O)c2ccc3c(Cl)c4c(nc3c2)CCCC4)CC1	?	1%	?
Cc1cccc(NC(=O)c2csnn2)n1	-1%	1%	2%
Cc1cccc(CC(=O)Nc2c3c(nn2-c2cccc(Cl)c2)CS(=O)C3)c1 (stereo not given)	-1%	0%	-7%
Cc1cc(CN2CCCCC2)oc1C(=O)O	-6%	0%	-7%
O=C1OCCN1CC(=O)N1CCc2c([nH]c3ccccc23)C1c1ccccn1 (stereo not given)	-16%	0%	-10%
CN1C(=O)[C@@](O)(c2cn(C)c3ccccc23)c2ccccc21	-8%	.	-6%
COc1c(OC(C)=O)ccc(/C=C/c2ccc3cccc(OC)c3n2)c1[N+](=O)[O-]	18µM*	-1%	26µM*
CCc1cccc2sc(N3CCN(C(=O)c4ccc([N+](=O)[O-])o4)CC3)nc12	?	-3%	?
Cn1c(=NC(=O)CN2C(=O)C3CC=CCC3C2=O)sc2ccccc21 (stereo not given)	?	0%	?
COc1cc(C2C(C(=O)N3CCOCC3)=C(C)NC3=C2C(=O)CCC3)ccc1OC(C)=O (stereo not given)	8%	-5%	2%
COC(=O)Cc1ccc(OCC(=O)NC2CCCC2)cc1	0%	-3%	1%
COc1ccc(NC(=O)Cn2cc(C(=O)c3ccccc3OC)c(=O)c3ccc(C)nc32)cc1OC	?	-2%	-19%
CC(=O)Nc1ccc(NC(=O)C(C)OC(=O)CNS(=O)(=O)c2cccc(Cl)c2)cc1 (stereo not given)	-2%	-3%	-7%
Cc1cc(C)c2[nH]c(=S)cc(C)c2c1	-34%	1%	-21%

Next part, overlapping the part above by 5 compounds.
SMILES	TDP1 cell noCPT	GCN5L2 inh	TDP1 cell CPT
COc1cc(C2C(C(=O)N3CCOCC3)=C(C)NC3=C2C(=O)CCC3)ccc1OC(C)=O (stereo not given)	8%	-5%	2%
COC(=O)Cc1ccc(OCC(=O)NC2CCCC2)cc1	0%	-3%	1%
COc1ccc(NC(=O)Cn2cc(C(=O)c3ccccc3OC)c(=O)c3ccc(C)nc32)cc1OC	?	-2%	-19%
CC(=O)Nc1ccc(NC(=O)C(C)OC(=O)CNS(=O)(=O)c2cccc(Cl)c2)cc1 (stereo not given)	-2%	-3%	-7%
Cc1cc(C)c2[nH]c(=S)cc(C)c2c1	-34%	1%	-21%
Cc1c(C(=O)OCC(=O)N(C)CC(=O)Nc2ccc(F)cc2)oc2ccccc12	-21%	-3%	-11%
Cc1nc(C(F)(F)F)ccc1C(=O)N1CCC1(C)C(=O)NS(=O)(=O)c1cccc(C#N)c1 (stereo not given)	8%	.	18%
COc1ccc(OC)c(NC(=O)c2nc(SCc3ccc(F)cc3)ncc2Cl)c1	-14%	-4%	-11%
NC(=O)C1CCN(C(=O)CN(c2cccc(Cl)c2)S(=O)(=O)c2ccccc2)CC1	-7%	?	-2%
O=C(Nc1ccc(F)cc1)C1CCCO1 (stereo not given)	-25%	-5%	-2%
CCCSc1nsc(N)n1	-9%	3%	-15%
CCNC(=S)N/N=C(\C)c1ccc2ccccc2c1OC(F)F	16µM*	-10%	23µM*
COCOCCn1cc(CN2CCS(=O)(=O)N(Cc3ccc(-c4ccc(F)cc4)cc3)C(C(C)C)C2=O)nn1 (stereo not given)	18µM*	.	?
C=CCOC(=O)C(=O)/C=C/c1c(C)n(C)n(-c2ccccc2)c1=O	3%	2%	-8%
CC(C)(C)c1ccc(S(=O)(=O)Nc2cccnc2)cc1	?	-18%	?
Nc1c(-c2nc(-c3ccccc3)no2)nnn1CC(=O)Nc1ccccc1	-26%	-13%	-36%
CCc1cccc(NC(=O)Cn2c(C(=O)OC)cc3occc32)c1	-14%	-4%	7%
COc1cc(/C=C/C(=O)OCC(=O)NC(=O)C2COc3ccccc3O2)ccc1OC(F)F (stereo not given)	14%	-2%	-4%
Clc1cccc(-c2nc3c4ccccc4ccn3c2CC2CCCCC2)c1	?	.	?
COc1cccc(C(=O)Nc2ccc3c(cc2=O)[C@@H](NC(C)=O)CCc2cc(OC)c(OC)c(OC)c2-3)c1	2.9µM*	?	6.5µM*
CCOc1ccc(N2C(=O)CC(N(CCc3ccc(S(N)(=O)=O)cc3)C(C)=O)C2=O)cc1 (stereo not given)	13%	-9%	-3%
CSc1ccc(/C=N/n2c(C)cc(C)cc2=O)cc1	-17%	-4%	-11%
CSc1ccc(CN2CCC(C)(Oc3ccc4ccccc4c3)C2)cc1 (stereo not given)	?	.	?
COc1cc(OC)cc(C(=O)Nc2ccc3nc(N4CCC(C)CC4)cc(C)c3c2)c1	4.6µM*	-14%	9.2µM*
C=CCN1C(=O)CS/C1=N/c1nccs1	-8%	-2%	-14%
COCCCNC(=O)c1c(NC(=O)Cc2coc3cc(C)cc(C)c23)sc2c1CCCC2	?	1%	?
CCOc1ccc(-n2c(-c3ccc(Br)cc3)c[n+]3c2CCCCC3)cc1	0.37µM*	-4%	4.6µM*
COc1ccc(CN2CCN(Cc3ccc(CO)o3)CC2CCO)cc1C (stereo not given)	6%	3%	19%
Cc1cccc(OCC(=O)NNC(=O)CSc2ncc(C#N)c(N)n2)c1	15%	69%[activator]	0%
COC(=O)CSc1cc(C)nc2ccc(OC)cc12	-11%	-2%	-4%
CSc1nsc2nc(=O)c(/C=C3\C(C)=Nc4ccccc43)c(N)n12	-28%	-20%	-13%
O=C(COC(=O)CSc1cc(Cl)ccc1Cl)NCc1ccc2c(c1)OCO2	?	-2%	?
CC(=O)c1cc(-c2ccccc2)n(CC(=O)NC2CCCC2)c1C	-20%	22%	-16%
CN1CCN(CCP(=O)(c2ccccc2)c2ccccc2)CC1	-11%	-4%	-11%
COCCOC(=O)c1c(C)oc2ccc(OC(=O)c3cccs3)cc12	-10%	-5%	-19%
CCN(C(=O)CN1CCN(C)CC1)c1c(N)n(Cc2ccccc2)c(=O)[nH]c1=O	8%	-7%	11%
Cc1oc(-c2cccc(Cl)c2)nc1CS(=O)(=O)CC(=O)NC1CC1	17%	-3%	-19%
COc1ccccc1N1CCN(S(=O)(=O)c2cc(C(F)(F)F)cc(C(F)(F)F)c2)CC1	?	-9%	-21%
CC(=C/c1ccccc1)/C=N/N1CCN(Cc2ccc(C)cc2)CC1	-6%	-1%	-1%
COc1cccc(/C=N/NC(=O)c2cc3c(OC)c(OC)ccc3[nH]2)c1OC	2.6µM*	-12%	2.3µM*
C=C(C)C(=O)N1CC2(CC(c3cccc(NC(=O)c4ccccc4)c3)=NO2)C[C@@H]1C(N)=O (stereo not given in full)	-1%	?	7%
CCN(Cc1ccc2c(c1)OCO2)C(=O)/C=C/c1cccc(Br)c1	?	-27%	-2%
CC(=O)c1nn(-c2cccc(Br)c2)cc1C(=O)c1ccccc1	-20%	-2%	-2%
Cc1cc(O)c(NC(=O)c2ccc(Br)o2)cc1C	-24%	-5%	-27%
CC(C)(SC(=S)N1CCOCC1)C(=O)O	-1%	-3%	-18%
COC(=O)C1=C(C)N(C)C(=O)/C1=C\c1cccs1	-14%	-3%	-25%
C[C@H](NC(=O)c1nc[nH]c1C(=O)NCC(=O)OC(C)(C)C)C(=O)OCc1ccccc1	-29%	-21%	-15%
CCOc1ccc(Oc2c(C)oc3cc(O)ccc3c2=O)cc1	-14%	-24%	2%
COC(=O)c1ccc(C(NC(=O)c2cccnc2)NC(=O)c2cccnc2)cc1	3%	-13%	9%
O=C(CNC(=O)c1ccccc1)NCC(=O)OCC(=O)c1ccc(F)cc1	7%	4%	6%
COc1cccc(-c2cc(C(=O)NCC3CCCO3)on2)c1 (stereo not given)	5%	-2%	14%
COc1ccc(-c2cc(C(F)(F)F)n3ncc(-c4ccccc4)c3n2)cc1	?	-11%	?
Cc1ccc(C)c(NC(=O)CN(C)C(=O)c2ccc(-c3ccc(Cl)cc3)o2)c1	?	-11%	?
COc1ccc(Cl)cc1NC(=O)c1cc2nc(-c3ccc4c(c3)OCO4)cc(C(F)(F)F)n2n1	-1%	-1%	-14%
O=C(Cn1cc(C(=O)c2ccco2)c2ccccc21)NCc1ccco1	-6%	-5%	-17%
CCOC(=O)N1CCC(n2c(SCC(=O)N3CCC(C)CC3)nc3ccccc3c2=O)CC1	?	-4%	16µM*
CCOc1ccc(S(=O)(=O)NCc2ccccc2)cc1C(N)=O	?	-12%	?
CCNC(=S)NNC(=O)c1ccc(=O)n(Cc2ccccc2)c1	-2%	1%	3%
COc1ccc(CCNC(=O)c2c(O)nc3ccccn3c2=O)cc1OC	?	-9%	-26%
Cn1c(=O)c2c(nc(NCc3ccccc3)n2C)n(C)c1=O	-18%	24%	?
CC1(C(=O)NS(=O)(=O)C2CC2)CCCN(C(=O)c2ccc3c(c2)OCO3)C1 (stereo not given)	5.8µM*	.	7.3µM*
COc1ccc(CNC(=O)CCCn2c(SCC#N)nc3cc4c(cc3c2=O)OCO4)cc1	-16%	-4%	-12%
CN(C)C(=O)COC(=O)[C@H](Cc1ccccc1)NC(=O)c1ccco1	7%	-6%	-21%
O=C(Nc1ccc(Cl)cc1)c1ccc(-n2cnnc2)cc1	0%	-13%	7%
Cc1cccc(OCC(=O)Nc2cccc(C(=O)OCc3cc(=O)n4c(C)csc4n3)c2)c1	?	-3%	?

Seven successive compounds from above, quoted:
SMILES	TDP1 cell noCPT	GCN5L2 inh	TDP1 cell CPT
COc1ccc(CCNC(=O)c2c(O)nc3ccccn3c2=O)cc1OC	?	-9%	-26%
Cn1c(=O)c2c(nc(NCc3ccccc3)n2C)n(C)c1=O	-18%	24%	?
CC1(C(=O)NS(=O)(=O)C2CC2)CCCN(C(=O)c2ccc3c(c2)OCO3)C1 (stereo not given)	5.8µM*	.	7.3µM*
COc1ccc(CNC(=O)CCCn2c(SCC#N)nc3cc4c(cc3c2=O)OCO4)cc1	-16%	-4%	-12%
CN(C)C(=O)COC(=O)[C@H](Cc1ccccc1)NC(=O)c1ccco1	7%	-6%	-21%
O=C(Nc1ccc(Cl)cc1)c1ccc(-n2cnnc2)cc1	0%	-13%	7%
Cc1cccc(OCC(=O)Nc2cccc(C(=O)OCc3cc(=O)n4c(C)csc4n3)c2)c1	?	-3%	?

The list continues.
SMILES	TDP1 cell noCPT	GCN5L2 inh	TDP1 cell CPT
CCOC(=O)C1=C(C)NC(=O)C(C#N)C1c1ccco1 (stereo not given)	-24%	87%[activator]	5%
C=CC[C@H](CC(=O)N(CCO)Cc1ccccc1)C(=O)NCCOC(=O)[C@@H](CC=C)Cc1ccc(F)cc1	?	0%	?
Cc1ccc(-c2nn3c(=O)cc(CN4CCN(S(=O)(=O)c5ccc(Cl)cc5)CC4)nc3s2)cc1	?	-3%	-13%
CCOc1ccc(NC(=O)C2CC(=O)N3CCCN=C3S2)cc1 (stereo not given)	5%	1%	-5%
O=C(CCNC(=O)c1ccccc1Cl)NCCCSc1ccccc1	?	-11%	-17%
CCc1nnc(NC(=O)CSc2nnc(C(C)NC(=O)c3ccccc3F)n2C)s1 (stereo not given)	-13%	-4%	-10%
Cc1ccc(C(=O)C(O)C(c2ccc(C)cc2)N2CCCCC2)cc1 (stereo not given)	-11%	-5%	-12%
CC(=O)c1ccc(NC(=O)C2CC2c2ccccc2)cc1 (stereo not given)	1%	.	3%
O=C(Nc1ccc(S(=O)(=O)N2CCCC2)cc1)c1ccc(Cl)nc1	?	4%	?
CCC(=O)Nc1c(OC(=O)CC)ccc2c(C)cc(=O)oc12	1%	-3%	3%
O=C(CC1C(=O)NCCN1Cc1cccc(Oc2ccccc2)c1)NCCCn1cccn1 (stereo not given)	-9%	0%	5%
O=C(N/N=C/c1ccc(-c2ccc(S(=O)(=O)Nc3ncccn3)cc2)o1)c1cc2ccccc2cc1O	-11%	?	-25%
CC(C)(C)c1ccc(/C=N/NC(=O)C[n+]2ccccc2)cc1	12%	-18%	13%
CC1(C)CC(=O)C(CC2=C(O)CC(C)(C)CC2=O)C(=O)C1	0%	-1%	1%
COc1ccc2[nH]c(C(=O)Nc3ncc(C)cc3Br)cc2c1	-12%	-21%	-1%
CN(C(=O)Nc1ccc(Cl)c(Cl)c1)c1ccccc1C(=O)O	-16%	0%	8%
COc1ccc(CNCCCn2cnc3c(OCc4ccccc4)ncnc32)cc1	?	.	?
